Bioassay records (PubChem)
P. falciparum M1AAP = P. falciparum M1AAP inhibitors, biochemical, fluorogenic H-Leu-NHMec substrate, 1536-well (AID 1445) | Aminopeptidase N (Plasmodium falciparum (isolate 3D7)) | inhibition, % at 30 µM, or IC50 in µM where a hit was titrated | recombinant M1AAP, H-Leu-NHMec fluorogenic kinetic assay; higher % means a stronger effect | 0.42% of 220,000 active;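 active = primary inhibition above the hit cutoff, then over 50% inhibition at one or more dose response concentrations, cut at about 23% in these data, passing the limit was not always enough; inconclusive = conflicting primary data, or primary hits not chosen for dose response; inactive = low primary inhibition, or under 50% at every dose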;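 also: plate controls were DMSO full reaction for no effect and no enzyme background for full effect; strong numbers were not always called active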
Hep lipid drop = inhibitors of hepatocyte lipid droplet formation, primary screen, imaging, high-throughput imaging, BODIPY stain; AML12 mouse hepatocytes, oleate lipid droplets; inhibition, % at 6.5 µM; 0.4% of 240,000 active;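 active = lipid droplet intensity inhibited by at least 50%, with more than 500 cells counted; inconclusive = wells with under 300 cells, treated as cytotoxic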
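Test system: AML12 mouse liver cells; schedule: overnight exposure; technique: high-content imaging of BODIPY-stained droplets and DAPI nuclei; read-out: % inhibition of corrected integrated BODIPY droplet signal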
XIAP displacement = XIAP antagonists, biochemical, IAP family, fluorescence polarization (AID 1018) | E3 ubiquitin-protein ligase XIAP (Homo sapiens) | XIAP BIR domain, fluorescence polarization peptide displacement; higher % means a stronger effect | displacement, % at 20 µM, or IC50 in µM where a hit was titrated | 0.007% of 200,000 active; in the data active = displacement above about 50%; also: a part of the inactive calls stands beside numbers as strong as those of hits
Siah-1 displacement = Siah-1 peptide-binding antagonists, primary screen, biochemical, fluorescence polarization, rhodamine-plectin, uHTS (AID 1817) | E3 ubiquitin-protein ligase SIAH1 (Homo sapiens) | Siah-1 / rhodamine-plectin peptide fluorescence polarization; higher % means a stronger effect | displacement, % at 20 µM, or IC50 in µM where a hit was titrated | 0.02% of 290,000 active;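 active = displacement of at least 50% at 20 µM, with a fluorescence ratio check between 0.3 and a set limit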;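 also: plate controls were Siah plus tracer with DMSO for no effect and tracer alone without Siah for full effect; strong numbers were not always called active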
NOD2 inhibition = NOD2 signaling inhibitors, cell-based, luminescence, uHTS, HEK293 (AID 1566); 0.63% of 290,000 active; HEK293 NOD2/NF-kB luciferase reporter, luminescence; higher % means a stronger effect; inhibition, % at 4 µM, or EC50 in µM where a hit was titrated; also: many of its hits are not listed in these tables
LYP inhibition = inhibitors of LYP phosphatase, biochemical, fluorescence intensity, uHTS (AID 1779); Tyrosine-protein phosphatase non-receptor type 22 (Homo sapiens); recombinant LYP phosphatase, fluorescence intensity; higher % means a stronger effect; inhibition, % at 11.5 µM, or IC50 in µM where a hit was titrated; 0.054% of 290,000 active;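 also: plate controls were vehicle with enzyme for no effect and no enzyme for full effect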
ER stress rescue = rescue of cells from ER stress-induced death, primary screen, 384-well, CSM14.1, thapsigargin, ATP luminescence (AID 1222) | one-dose cellular ATP content (survival), % at 20 µM; EC50 in µM for titrated hits | CSM14.1 thapsigargin-induced death rescue, ATP luminescence; higher % means a stronger effect | 190,000 tested, under 10 active;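 active = EC50 below 50 µM in the dose-response confirmation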;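 also: death triggered by thapsigargin at about 15 µM added after 2 h compound pretreatment; cell ATP read after overnight thapsigargin exposure of roughly 18 to 22 hours; normalized against plate controls of thapsigargin alone and 5% DMSO vehicle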
M17LAP inhibition = P. falciparum M17LAP inhibitors, primary screen, biochemical, fluorogenic H-Leu-NHMec substrate, 1536-well (AID 1619); Leucine aminopeptidase (Plasmodium falciparum (isolate 3D7)); recombinant M17LAP, H-Leu-NHMec fluorogenic kinetic assay; higher % means a stronger effect; inhibition, % at 30 µM; hits with a dose series show IC50 in µM; 0.38% of 220,000 active;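 active = compound inhibiting the enzyme by more than half at any dose during confirmatory dose-response retesting; inconclusive = strong single-dose inhibitors picked by rank but not retested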;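 also: plate controls were full reaction with DMSO carrier for no effect and no enzyme background for full effect; strong numbers were not always called active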
AID2073 = inhibitors of Mint1-CaV2.2 protein interaction, biochemical, HTRF (AID 2073) | HTRF protein-protein interaction, Mint1-CaV2.2; higher % means a stronger effect | inhibition, % at 20 µM; hits with a dose series show IC50 in µM | 0.19% of 290,000 active; in the data active = inhibition mostly above about 51%, no sharp cut-off; inconclusive = no clear call, values can overlap the other calls; inactive = mostly below about 53%; also: some results filed as inactive read as strong as hits
Hep lipid drop cells 6.5 µM = recorded beside Hep lipid drop, whose call it bears; cell count; measured here: cell count, cytotoxicity flag;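 cells counted across two imaged fields per well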
* = called active by the depositor; ? = inconclusive; / = no result given. Rule as the data show it, unless noted: active = inhibition above about 50%; inactive = the rest.

SMILES | P. falciparum M1AAP | Hep lipid drop | Hep lipid drop cells 6.5 µM | XIAP displacement | Siah-1 displacement | NOD2 inhibition | LYP inhibition | ER stress rescue | M17LAP inhibition | AID2073
COc1ccc(N(CN2C(=O)C3CCCCC3C2=O)C(=O)c2ccco2)cc1 (stereo unspecified) | 4.1% | 19.3 | 740 | / | 17.6% | 13.8% | -6.0% | / | 2.5% | -20.0%
CCS(=O)(=O)c1nc(S(=O)(=O)c2ccc(C)cc2)c(N2CC(C)OC(C)C2)s1 (stereo unspecified) | / | -3.7 | 703 | / | -1.1% | 21.7% | -1.0% | / | / | 1.7%
Cc1nn(Cc2ccc(Cl)cc2)c(C)c1NC(=O)c1noc2c1CCCCC2 | -2.4% | -3.1 | 759 | -5.3% | -2.3% | -4.4% | -1.3% | -3.1% | -1.1% | 11.7%
O=C(CN1C(=O)NC2(CCCCCCC2)C1=O)N1CCOCC1 | 5.2% | / | / | -8.4% | -0.7% | 4.6% | -9.2% | -0.2% | -9.1% | 10.2%
O=C(c1cccc(Cl)c1Cl)N1CCN(c2ccccn2)CC1 | -0.6% | -13.5 | 683 | -9.7% | 3.9% | 8.8% | -2.9% | -0.9% | -2.5% | 5.1%
CCCc1ccc2oc(C(=O)NCCc3cnn(C)c3)c(C)c2c1 | / | -13.4 | 595 | / | -3.3% | -1.9% | -3.2% | / | / | 32.6%
COc1cc2c(cc1OC)CN(C(=O)c1cc(=O)c3ccccc3o1)CC2 | -1.2% | -3.5 | 774 | -5.5% | -3.8% | -7.7% | -8.8% | 0.0% | -4.8% | -5.2%
COCCn1c(-c2ccc(Cl)cc2Cl)nc2c(c(=O)c3ccccc3n2C)c1=O | -1.5% | -0.9 | 591 | -3.9% | 2.6% | 47.1% | -4.2% | -2.7% | -3.4% | 17.5%
CN(C)S(=O)(=O)c1ccccc1N=C=S | 3.7% | 2.8 | 688 | / | 11.9% | -5.0% | -3.1% | / | 0.0% | -10.1%
O=C(Nc1ccncc1)c1ccccc1Cl | / | -0.4 | 852 | / | 9.0% | 14.3% | -3.1% | / | / | -7.3%
CCc1ccc(C(C(=O)NC2CCCC2)N(C(=O)/C=C/C(=O)Nc2cc(C)on2)c2ccccc2C)cc1 (stereo unspecified) | 9.7% | -0.8 | 659 | -4.8% | 2.4% | -5.7% | 5.5% | -1.3% | 4.5% | 18.2%
O=C(Oc1cc(=O)oc2c1c(=O)n1c3c(cccc23)CC1)c1ccc(F)cc1 | 9.3% | -21.5 | 706 | / | -2.0% | 16.1% | -6.2% | / | 4.3% | 43.6%

Whole records, quoted from the list. Order of values: P. falciparum M1AAP	Hep lipid drop	Hep lipid drop cells 6.5 µM	XIAP displacement	Siah-1 displacement	NOD2 inhibition	LYP inhibition	ER stress rescue	M17LAP inhibition	AID2073
O=C(c1cccc(Cl)c1Cl)N1CCN(c2ccccn2)CC1 reads -0.6%	-13.5	683	-9.7%	3.9%	8.8%	-2.9%	-0.9%	-2.5%	5.1%
CN(C)S(=O)(=O)c1ccccc1N=C=S reads 3.7%	2.8	688	/	11.9%	-5.0%	-3.1%	/	0.0%	-10.1%

Continued.
SMILES | P. falciparum M1AAP | Hep lipid drop | Hep lipid drop cells 6.5 µM | XIAP displacement | Siah-1 displacement | NOD2 inhibition | LYP inhibition | ER stress rescue | M17LAP inhibition | AID2073
C[N+]1=C(/C=C/Nc2ccccc2Cl)C(C)(C)c2ccccc21 | 5.9% | -27.1 | 605 | -9.4% | 1.3% | -13.0% | 3.3% | 1.1% | -2.8% | 5.0%
Cc1ccc(S(=O)(=O)NC2(C(=O)O)CCCCC2)cc1 | 14.4% | 0.7 | 846 | -7.9% | -3.6% | -1.0% | -6.5% | 5.7% | 7.7% | -2.1%
O=C(Nc1ccccc1C(=O)O)c1ncn[nH]1 | 0.0% | / | / | 1.1% | 0.8% | 8.0% | -2.0% | 1.7% | 29.8% | 3.9%
COc1cccc(NC(=O)c2ccc3snnc3c2)c1 | 14.1% | 0.4 | 724 | 1.8% | -0.2% | -16.6% | -0.3% | -1.7% | 19.6% | 5.0%
O=C(c1ccco1)N1CCN(c2c([N+](=O)[O-])nn(-c3cccc(Cl)c3)[n+]2[O-])CC1 | 12.6% | -3.3 | 738 | -3.8% | -5.0% | -29.7% | 3.8% | -0.9% | 8.9% | -8.6%
CCOc1ccc(NCc2nnc(SCc3ccccc3Cl)n2-c2ccccc2)cc1 | 7.3% | / | / | -5.5% | 2.1% | 25.5% | -4.9% | 13.6% | 28.0% | -11.1%
COc1ccccc1CNCC(c1ccccc1)c1ccccc1 | / | -29.5 | 778 | / | 1.1% | -14.1% | -10.7% | / | / | 16.4%
CCN1CNC(=S)N(C(C)c2ccccc2)C1 (stereo unspecified) | 1.5% | 1.9 | 665 | -4.5% | 2.0% | 8.2% | 1.1% | -1.7% | -0.6% | 0.4%
COc1ccc(N(Cc2cc3cc(OC)ccc3[nH]c2=O)C(=O)C2CCCO2)cc1 (stereo unspecified) | 13.2% | / | / | -3.6% | 0.5% | 27.2% | -8.8% | 0.2% | -26.9% | -5.5%
O=C(CN1C(=O)NC2(CCc3ccccc3C2)C1=O)Nc1ccc(Cl)cc1F (stereo unspecified) | 0.3% | 3.7 | 581 | -2.6% | 7.6% | 10.1% | 1.9% | -1.7% | -4.4% | -1.8%
CC(C)(C)NC(=O)C(c1ccco1)N(Cc1ccc2c(c1)OCO2)C(=O)Cn1nnc2ccccc21 (stereo unspecified) | 2.0% | / | / | 1.4% | -6.2% | 9.6% | -7.7% | 0.6% | 1.4% | ?
COc1cc(CN(C(=S)NCC(=O)NC2CCCC2)C2CCCC2)cc(OC)c1OC | -2.5% | 15.7 | 669 | -0.4% | -3.1% | -1.8% | 5.1% | 0.8% | 7.6% | -10.8%
CSc1nc(C)cc(Oc2ccc(OCC(N)=O)nn2)n1 | 5.9% | -8.9 | 679 | -10.8% | -2.2% | 2.3% | -4.2% | -2.1% | -4.4% | 1.3%
CN1C(=O)C(C)(C)c2cc(S(=O)(=O)NCC3CCC(C(=O)NC4CCCCC4)CC3)ccc21 (stereo unspecified) | / | 3.1 | 665 | / | 2.5% | 11.9% | -11.7% | / | / | -10.2%
CN1CC2=Cc3ccccc3OC23Oc2ccccc2C=C3C1 | ? | / | / | -3.7% | 0.4% | 12.0% | -7.7% | 0.7% | 3.2% | -1.5%
Cc1nnc(SCCCCSc2nnc(C)c(=O)[nH]2)[nH]c1=O | 5.5% | 14.9 | 702 | -1.2% | -2.1% | 15.3% | -4.3% | 0.1% | 16.2% | -16.5%
COc1ccccc1CNS(=O)(=O)c1ccc2c(c1)CC(=O)N2C | / | -5.9 | 743 | / | 6.0% | 17.2% | -0.9% | / | / | 4.2%
COc1ccc(C2CC(c3ccccc3C)n3nc(N)nc3N2)cc1 (stereo unspecified) | 2.0% | 8.6 | 641 | -3.8% | 2.1% | 8.0% | -3.7% | / | -14.2% | 10.7%
COc1ccccc1N1CCN(C(=O)c2cc(-c3ccc(Cl)cc3)on2)CC1 | 21.7% | / | / | -0.6% | -5.8% | 16.0% | -7.4% | -1.2% | -0.6% | 1.0%
Cc1c(C(=O)Nc2nc3ccccc3[nH]2)cccc1[N+](=O)[O-] | -6.1% | -1.4 | 670 | -3.1% | 5.4% | 15.8% | -2.0% | -3.1% | 4.6% | 0.8%
COC(=O)CCC(=O)N(CCN(C(=O)CCC(=O)OC)c1ccccc1)c1ccccc1 | 1.3% | -21.9 | 666 | -1.7% | 16.8% | 0.8% | -5.5% | -1.2% | 1.7% | 18.4%
CC(=O)Nc1ccc(OCC(O)Cn2nc(C)c(C)c2C)cc1 (stereo unspecified) | / | -10.6 | 830 | / | 6.5% | 4.8% | -3.6% | / | / | 10.3%
NS(=O)(=O)c1ccc(CCn2c(=S)[nH]c3ccc(F)cc3c2=O)cc1 | -3.2% | 25.6 | 698 | -6.0% | 3.5% | 23.0% | -2.3% | 0.4% | -0.5% | 18.8%
CCCCN(CC)CCNC(=O)c1cc2c(=O)[nH]c3ccccc3c2n1C | -0.1% | 9.0 | 706 | -1.0% | 5.6% | 12.2% | -6.0% | 22.3% | -1.4% | -5.8%
Cc1ccc(C)c(S(=O)(=O)N2CCN(CC(=O)NC(=O)NCc3ccccc3)CC2)c1 | 2.1% | / | / | 1.8% | 0.2% | 8.6% | -1.9% | -1.5% | 3.0% | 3.4%
O=C(CSc1ncn[nH]1)Nc1ncc(C(F)(F)F)cc1Cl | 0.6% | 5.0 | 665 | -1.5% | 4.2% | 16.3% | -2.6% | -0.9% | 19.6µM* | -0.6%
O=C(CCN1CCN(Cc2ccccc2)CC1)Nc1cccc(Br)c1 | / | -0.7 | 826 | / | -4.7% | 25.6% | -4.6% | / | / | -5.1%
COc1cc(/C=C/C(=O)O)cc(S(=O)(=O)N(C)CCO)c1OC | 0.9% | / | / | -4.3% | 0.0% | -1.6% | -5.9% | -1.4% | -8.0% | -1.6%
CC(=O)N1N=C(c2cccc([N+](=O)[O-])c2)OC1(C)CC(=O)Nc1ccccc1 (stereo unspecified) | 3.7% | -2.0 | 626 | -3.9% | -1.3% | -0.2% | 2.5% | 1.2% | 6.0% | -4.6%
C=CCSc1ncccc1C(=O)NCCc1ccc(Cl)cc1 | / | -9.4 | 793 | / | -0.6% | 9.3% | -1.4% | / | / | 8.5%
O=C(Nc1cccc(S(=O)(=O)N2CCOCC2)c1)c1cc2ccccc2o1 | 4.3% | 22.5 | 711 | / | 2.0% | 11.2% | -2.6% | / | 10.4% | 43.3%
O=C(c1ccc(S(=O)(=O)N2CCCCCC2)cc1)N(c1ccccn1)C1CCCCC1 | 9.7% | 5.7 | 681 | -8.2% | 10.6% | 2.1% | -2.4% | -1.2% | -5.3% | -1.1%
O=C(Nc1n[nH]c(C2CCCCC2)n1)C1CCCCC1 | 14.6% | 41.2 | 695 | -2.2% | 1.4% | -15.0% | -9.4% | -0.6% | -5.8% | 5.4%
CC(C)CC(=O)O/N=C1\C(=O)N(Cc2ccc(Cl)cc2)c2ccc([N+](=O)[O-])cc21 | 10.6% | / | / | -3.9% | 9.5% | -72.0% | -0.1% | -0.7% | -4.5% | -6.4%
CCOc1cc(/C=C/C(=O)c2ccc(OC)c(CN3CCOCC3)c2)cc(Br)c1O | / | -1.6 | 775 | / | 2.6% | -71.0% | -2.1% | / | / | 16.7%
COc1ccc(OC)c(C(=O)c2ccccn2)c1 | / | 4.8 | 805 | / | 5.1% | 7.1% | -8.5% | / | / | 8.0%

Only part of the results is shown; the hit share may differ from the screen's.
